# Bioassay records (PubChem)
# PTPN22 inh 2 – blocks human PTPN22 phosphatase activity; hit rate 0.21% among 96,000; recombinant LYP catalytic domain, DiFMUP fluorescence; inhibition, % at 2 µM;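 active = inhibition at 2 µM at or above a set limit, the screen mean plus 3 SD, cut at about 24% in these data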;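 also: 0% = DMSO with enzyme and 100% = enzyme fully blocked by orthovanadate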
# VCAM1 TNFa inh – reduces TNF alpha induced VCAM1 expression in HUVEC. HUVEC TNFa-induced VCAM-1 immunofluorescence, high-content imaging. inhibition, % at 2 µM. hit rate 0.48% among 95,000. AID 802;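 active = inhibition above the batch mean plus 3 SD, with images confirmed as a hit by eye, cut at about 37% in these data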;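 also: 0% = TNF-stimulated DMSO wells and 100% = unstimulated control wells; not every result past the cut was called active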
# cytoskel mod – modifiers of cytoskeleton assembly; HUVEC TNFa F-actin phalloidin imaging, high content; inhibition, % at 2 µM; hit rate 0.18% among 91,000;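 active = inhibition above the batch mean plus 3 SD and confirmed as a hit by visual image inspection, cut at about 30% in these data, passing the limit was not always enough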; also: strong numbers were not always called active
# PTPN22 act – LYP (human) phosphatase activation; recombinant LYP, DiFMUP fluorescence; 0 = plate median, 100 = signal doubled; Q9Y2R2; hit rate 0.11% among 96,000; activation, % at 2 µM;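 active = activation at 2 µM above a set limit, the mean plus 5 SD, cut at about 37% in these data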
# TNFa cytotox – HUVEC cytotoxicity counter-screen, TNF alpha stimulated | HUVEC TNFalpha-stimulated, Hoechst cell count, imaging | cell count reduction, % at 2 µM | hit rate 0.17% among 93,000 | AID 848;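 active = cell count reduction exceeding the screen mean by over 5 SD, scaled to untreated wells per plate, cut at about 78% in these data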;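 also: cells counted after 24 h of TNF alpha exposure following the 1 h pretreatment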
# Pyk2 oligo antag – blocks oligomerization of human Pyk2 in cells; Q293 cells, Pyk2 FERM NanoBiT luminescence; hits give low values; hit rate 0.83% among 99,000; z-score (the deposit names both 25 µM and 10 µM);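 active = Z-score of -3 or lower, scaled per plate to the spread of control and sample wells; inactive = z-score above -3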;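 also: negative z-score means lost luminescence so less FERM oligomerization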
# FAK blocker – blocks human focal adhesion kinase activity | Q05397 | biochemical FAK kinase activity assay | inhibition, %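 (tested at 7 µM)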 | hit rate 0.84% among 97,000 | AID 727; in the data active = inhibition above about 19%;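 also: 0% = DMSO and 100% = reference compound high control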
# Target sequence (Q05397 whole entry, looked up): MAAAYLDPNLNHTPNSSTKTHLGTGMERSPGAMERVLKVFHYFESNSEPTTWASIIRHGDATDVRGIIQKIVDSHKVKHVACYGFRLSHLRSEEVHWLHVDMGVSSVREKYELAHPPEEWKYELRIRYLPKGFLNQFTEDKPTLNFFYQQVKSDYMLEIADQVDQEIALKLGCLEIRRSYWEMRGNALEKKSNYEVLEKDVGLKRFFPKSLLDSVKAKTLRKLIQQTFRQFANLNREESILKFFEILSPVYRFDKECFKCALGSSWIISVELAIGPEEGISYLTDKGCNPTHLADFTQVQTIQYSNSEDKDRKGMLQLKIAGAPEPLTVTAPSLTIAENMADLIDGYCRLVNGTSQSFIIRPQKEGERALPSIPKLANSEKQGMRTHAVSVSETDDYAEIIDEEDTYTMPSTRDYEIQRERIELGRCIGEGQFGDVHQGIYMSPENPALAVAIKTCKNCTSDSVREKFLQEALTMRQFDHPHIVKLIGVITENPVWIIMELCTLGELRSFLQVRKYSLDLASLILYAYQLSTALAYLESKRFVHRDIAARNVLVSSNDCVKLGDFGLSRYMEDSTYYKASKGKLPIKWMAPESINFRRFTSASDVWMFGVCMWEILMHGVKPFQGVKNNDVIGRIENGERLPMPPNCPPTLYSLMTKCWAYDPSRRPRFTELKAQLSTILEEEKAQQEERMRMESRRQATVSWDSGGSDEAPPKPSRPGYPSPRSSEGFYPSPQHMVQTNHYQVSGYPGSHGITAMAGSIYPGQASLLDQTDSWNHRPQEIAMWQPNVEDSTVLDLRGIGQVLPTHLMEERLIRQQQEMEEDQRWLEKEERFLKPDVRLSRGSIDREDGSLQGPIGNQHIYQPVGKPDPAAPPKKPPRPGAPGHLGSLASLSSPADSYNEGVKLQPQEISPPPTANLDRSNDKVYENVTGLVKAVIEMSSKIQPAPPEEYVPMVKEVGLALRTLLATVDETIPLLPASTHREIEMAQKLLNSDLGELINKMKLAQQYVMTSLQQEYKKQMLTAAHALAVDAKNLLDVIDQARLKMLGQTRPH
# ERa SRC1 inh – blocks coactivator binding to human estrogen receptor alpha; hit rate 1.7% among 86,000; inhibition, % at 25.6 µM; TR-FRET ER-alpha LBD / SRC-1 peptide, estradiol-bound; AID 629; in the data active = inhibition above about 50%;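 also: 0% = receptor plus peptide control and 100% = peptide only without receptor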
# HUVEC tox IL1B – HUVEC cytotoxicity counter-screen, IL-1B stimulated; HUVEC cell count loss, Hoechst imaging; cell count reduction, % at 2 µM; hit rate 0.41% among 94,000;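 active = cell count reduction more than 3 SD above the screen-wide mean, cut at about 70% in these data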;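 also: normalized per plate to untreated control cells as the no-loss baseline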
# Numbers without * were called inactive; . = no result given; [ ] = dose if it differs, or a comment.
# Below each SMILES – cytoskel mod, VCAM1 TNFa inh, Pyk2 oligo antag, FAK blocker, ERa SRC1 inh, HUVEC tox IL1B, PTPN22 act, TNFa cytotox, PTPN22 inh 2
CN(CCC#N)CC(=O)Nc1ccc(NC(=O)CN(C)CCC#N)cc1
    ., -6, 1.8, -9, 5, -74, -6, -39, 5
Cc1nc(CNS(=O)(=O)c2cc(F)ccc2F)cs1
    -6, -7, 0.22, 3, -1, -17, -3, -3, 4
Cc1cc(NC(=O)c2cn(C3CCCCC3)c(=O)c3c2c2ccccc2n3C)no1
    -2, 11, ., 3, 5, -32, 9, -13, -9
COc1ccc(CN2C(=O)CCC2(C)C(=O)NC2CCCCCC2)cc1 (configuration not stated)
    -9, -2, -0.71, -6, -3, 17, 4, -14, -5
COc1ccc(S(=O)(=O)N(CC(=O)NCC2CCCO2)c2ccc(F)cc2)cc1OC (configuration not stated)
    -29, 10, 1.1, -4, 0, -6, 24, 18, -20
Cc1c(NC(=O)c2cc3ccccc3oc2=O)c(=O)n(-c2ccccc2)n1C
    -6, 9, 0.33, -1, ., 8, -6, 3, 6
CCn1c(=O)cc(OCC(=O)Nc2ccccc2C#N)c2ccccc21
    -9, 6, ., 2, ., 8, -2, -12, 0
CCOC(=O)c1cc(NC(=O)c2ccoc2C)cc(C(=O)OCC)c1
    -5, 14, -2.6, -3, -4, 0, -10, 0, 10
C=CCSc1nnc(-c2c[nH]c3ccccc23)n1CCOC
    -20, 5, 1.7, 0, 9[fluorescence artefact?], 7, 20, -2, -21
CCCOC(=O)C1=C(C)NC2=C(C(=O)CC(C)(C)C2)C1c1ccc(N(C)C)cc1 (configuration not stated)
    44, -5, -0.28, -3, -5, -11, 2, -6, -3
COc1cccc(C(=O)COC(=O)C(C)N2C(=O)C3C4C=CC(C4)C3C2=O)c1 (configuration not stated)
    1, -9, -0.08, -1, -4, 12, 5, -9, -5
Cc1nc(C)c2c(=O)cc(-c3ccccc3)[nH]c2n1
    -21, 12, -0.03, 1, -21, -16, 1, 13, 1
CC1(C)CC(=O)C2=C(C1)N(CC1CCCO1)C(=O)C2(NC(=O)c1cccnc1)C(F)(F)F (configuration not stated)
    24, -6, 0.18, 1, 15, 6, -3, -32, 2
COC(=O)C(Sc1nc(C)cc(C)c1C#N)c1ccccc1 (configuration not stated)
    5, -6, -1.2, -1, ., -24, 5, 0, -2
COc1ccc(C2C(=O)N(C3CCCCC3)CC(=O)N2CC2COc3ccccc3O2)cc1 (configuration not stated)
    1, 19, -1.4, -1, ., 3, 3, -11, 1
CC(C)n1c(-c2ccc(N(C)C)cc2)nc2ccccc21
    13, -12, -0.08, 1, 15, -16, -13, 9, 13
CCCCn1c(=N)n(CC(O)COc2ccccc2)c2ccccc21 (configuration not stated)
    3, 8, 2.4, 2, 6, -40, -4, -32, 2
CC1CCCC(C)N1C(=O)c1cccc2c1-c1ccccc1/C2=N/O (configuration not stated)
    -10, -4, -3.3*, 14, -14, 4, 1, 8, -7
Cc1ccc(C)c(Cn2c(=O)n(-c3ccc(CC(=O)NCc4ccco4)cc3)c(=O)c3sccc32)c1
    -11, -1, ., 6, 80*[fluorescence artefact?], -36, -8, 48, 8
Cc1ccc(C(C(=O)NCc2ccco2)N(CC2CCCO2)C(=O)Cn2nnc3ccccc32)cc1 (configuration not stated)
    -4, 19, -1.1, -3, -9, -16, 2, -20, -4

# Below each SMILES – cytoskel mod, VCAM1 TNFa inh, Pyk2 oligo antag, FAK blocker, ERa SRC1 inh, HUVEC tox IL1B, PTPN22 act, TNFa cytotox, PTPN22 inh 2
Cc1ccc(-c2nnc(SCC(=O)Nc3ccccc3F)o2)cc1
    -5, -12, ., 4, -3, -4, -1, 50, -2
Cc1cc(=O)oc2cc(OCC(=O)NCc3ccncc3)ccc12
    28, 3, 0.69, -1, 7, -13, 3, -8, 1
Cc1cn(S(=O)(=O)c2ccc(Br)cc2)cn1
    ., 2, 0.72, -1, -6, -18, -5, -37, 2
CCCn1nnnc1SCC(=O)N1CCOCC1
    0, -6, 0.35, 2, 0, 0, -2, 16, 0
COCCCn1cc(C(=O)c2cc(OC)ccc2OCC(=O)Nc2cc(C)on2)cc(C#N)c1=O
    -22, -8, 0.11, -2, ., 12, -1, 3, -1
CCCCN(CC)CCNC(=O)c1cc2c(C)nc3ccccc3c2o1
    11, 13, ., 4, -13, 6, -9, -21, 7
Clc1cccc(CSc2nccn2-c2ccccc2)c1
    -16, 10, -1.3, 6, ., 30, -12, -16, 15
CCc1cc2cc(C)cc(C)c2nc1SCC(=O)N1CCN(C(=O)c2ccco2)CC1
    -2, 0, 0.52, 0, 1[fluorescence artefact?], -7, -6, -40, 4
CCCOc1cc(C)c(S(=O)(=O)NCCOC)cc1C
    0, -2, -0.05, 1, 1, -2, 14, 0, -15
CCN(C(=O)c1cc2cc(OC)ccc2oc1=O)c1cccc(C)c1
    -11, 1, -0.43, -1, -3, -9, 7, 0, -4
O=C(Nc1ccc(Cl)cn1)c1cc(S(=O)(=O)N2CCCCC2)ccc1Cl
    1, 20, 1.2, 0, 4, 16, 2, 7, -4
O=C(c1cccc2c1C(=O)N(Cc1cccnc1)C2)N1CCN(c2ccccc2)CC1
    2, 3, 0.67, 0, -13, 0, 27, -16, -31
CC(C)(C)c1cc(C(=O)N2CCc3ccccc32)ccn1
    -58, 6, -0.73, 2, -2, -5, 7, -2, -9
CC(=O)Nc1ccc(-c2nnc(SCC(=O)n3c4c(c5ccccc53)CCCC4)n2C)cc1
    -17, 0, -0.31, 9, -24[fluorescence artefact?], 14, -9, -6, 9
CCNS(=O)(=O)c1cc(Br)ccc1OC
    15, 7, 2.5, -1, 0, -24, 17, -19, -18
C=C(C)CSc1ncc(-c2cccc(C(F)(F)F)c2)cn1
    20, -19, -0.11, 0, ., 11, -6, 6, 10
CCOc1cc(CNc2ncc(-c3ccc(OC)cc3)n2C)ccc1O
    -7, -15, 0.13, 3, 7, 9, -2, -13, 4
Cc1nc2ccc(S(=O)(=O)NCC(=O)N3CCN(c4ccccn4)CC3)cc2s1
    -10, -17, 0.75, 2, -3[fluorescence artefact?], -12, -4, -15, 4
O=C(CCc1nc(-c2ccccc2F)no1)NCCc1ccccc1Cl
    0, 15, 1.3, 1, ., -29, 12, -1, -14
CC(=O)c1nn(-c2cccc(Br)c2)cc1C(=O)c1ccc2ccccc2c1
    0, 7, -0.05, 1, ., 7, -2, -2, 5

# Eleven entries out of the list, ordered by SMILES length, rising.
# Below each SMILES – cytoskel mod, VCAM1 TNFa inh, Pyk2 oligo antag, FAK blocker, ERa SRC1 inh, HUVEC tox IL1B, PTPN22 act, TNFa cytotox, PTPN22 inh 2
CCNS(=O)(=O)c1cc(Br)ccc1OC
    15, 7, 2.5, -1, 0, -24, 17, -19, -18
Clc1cccc(CSc2nccn2-c2ccccc2)c1
    -16, 10, -1.3, 6, ., 30, -12, -16, 15
CC(C)(C)c1cc(C(=O)N2CCc3ccccc32)ccn1
    -58, 6, -0.73, 2, -2, -5, 7, -2, -9
C=C(C)CSc1ncc(-c2cccc(C(F)(F)F)c2)cn1
    20, -19, -0.11, 0, ., 11, -6, 6, 10
Cc1ccc(-c2nnc(SCC(=O)Nc3ccccc3F)o2)cc1
    -5, -12, ., 4, -3, -4, -1, 50, -2
CCCCN(CC)CCNC(=O)c1cc2c(C)nc3ccccc3c2o1
    11, 13, ., 4, -13, 6, -9, -21, 7
CCN(C(=O)c1cc2cc(OC)ccc2oc1=O)c1cccc(C)c1
    -11, 1, -0.43, -1, -3, -9, 7, 0, -4
Cc1nc2ccc(S(=O)(=O)NCC(=O)N3CCN(c4ccccn4)CC3)cc2s1
    -10, -17, 0.75, 2, -3[fluorescence artefact?], -12, -4, -15, 4
O=C(c1cccc2c1C(=O)N(Cc1cccnc1)C2)N1CCN(c2ccccc2)CC1
    2, 3, 0.67, 0, -13, 0, 27, -16, -31
CC(=O)Nc1ccc(-c2nnc(SCC(=O)n3c4c(c5ccccc53)CCCC4)n2C)cc1
    -17, 0, -0.31, 9, -24[fluorescence artefact?], 14, -9, -6, 9
COCCCn1cc(C(=O)c2cc(OC)ccc2OCC(=O)Nc2cc(C)on2)cc(C#N)c1=O
    -22, -8, 0.11, -2, ., 12, -1, 3, -1

# Going on with the list:
# Below each SMILES – cytoskel mod, VCAM1 TNFa inh, Pyk2 oligo antag, FAK blocker, ERa SRC1 inh, HUVEC tox IL1B, PTPN22 act, TNFa cytotox, PTPN22 inh 2
Clc1ccc(-c2nnc(SCc3ccon3)o2)c(Cl)c1
    -4, 4, 0.31, -2, 2, 70*, 3, -5, -2
Cn1cnnc1SCc1cccc(Br)c1
    6, -4, 0.53, -2, 21[fluorescence artefact?], 10, -5, -5, 7
CCc1cc2c(N3CCN(c4nnc(CC)s4)CC3)ncnc2s1
    32, -8, -2.3, 7, -9, -16, 2, -26, -1
O=C(CCCN1C(=O)c2ccccc2C1=O)NCCC1=CCCCC1
    -2, 13, 3, -2, -7, -12, 1, -17, 3
C/C=C/c1ccc(OCCn2cncn2)c(OC)c1
    2, 7, 0.48, -1, -8, -20, -7, 3, 6
Cn1nnnc1SCC(=O)Nc1ccccc1N1CCOCC1
    -4, 3, 0.03, 1, -25, -3, 0, -5, 2
CCOC(=O)C1=CN(c2cccc(F)c2)C=C(C(=O)OCC)C1c1cc(OC)c(O)c([N+](=O)[O-])c1
    16, 13, -2.2, -3, ., -8, -11, -10, 16
CCOc1ccc(NC(=O)Nc2cc(C)ccc2F)cc1
    9, 0, -1, 0, 4, 18, 7, -11, -5
CCn1cc(Br)c(C(=O)N(C)Cc2ccccc2)n1
    4, 18, 2.5, -1, 3, -11, -3, -6, 3
CCCOc1ccc(N2C(=O)CC(N3CCC(c4nncn4CC)CC3)C2=O)cc1 (configuration not stated)
    0, 4, -0.45, 0, -7, -19, -4, -11, 3
COC(=O)CSc1nc(-c2ccccc2)nc2ccc(F)cc12
    4, -24, -0.06, -5, ., -14, -1, -1, 5
CCCC(=O)c1ccc(-c2ccccc2)cc1
    -10, -12, -0.42, 9, ., -3, -3, -12, 0
CCOC(=O)C1=c2/c(=C/c3ccccc3OC)c(N)c(C#N)n2C(=O)C(c2ccccc2OC)S1 (configuration not stated)
    4, 16, ., -1, 63*, -13, -7, -8, 9
Cc1nonc1NC(=O)CSc1nnc(-c2ccoc2C)n1C
    -10, -13, 0.39, 3, -2, 0, -9, -23, 8
COc1ccc(-c2nnc(SC3CCOC3=O)n2C2CCCCC2)cc1OC (configuration not stated)
    0, 11, 0.64, 0, -8, -7, 5, -27, -5
CCn1c(SCC(=O)OCc2ccccc2)nc2c1c(=O)n(C)c(=O)n2C
    -6, -6, 1.2, -2, 15, 1, -4, -20, 3
CCCN1CCN(C(=O)CN2C(=O)CC(C)(C)S(=O)(=O)c3ccccc32)CC1
    7, 0, 0.37, 0, 6[fluorescence artefact?], -4, 2, -17, -5
CCOc1ccccc1N1CCN(Cc2ccco2)CC1
    26, -10, 0.61, 0, 15, ., 0, -39, 1
COc1ccc(N(C(=O)c2cccnc2)S(=O)(=O)c2ccc3c(c2)n(C)c(=O)n3C)cc1
    4, 13, -1.2, -4, -22, 18, -7, 24, 9
COc1ccc(NC(=O)C2CSC3c4ccccc4C(=O)N23)cc1 (configuration not stated)
    -6, 2, 0.4, -1, -4[fluorescence artefact?], 22, -18, -4, 12

# Below each SMILES – cytoskel mod, VCAM1 TNFa inh, Pyk2 oligo antag, FAK blocker, ERa SRC1 inh, HUVEC tox IL1B, PTPN22 act, TNFa cytotox, PTPN22 inh 2
Cc1ccc(Cc2cnc(NC(=O)/C(C#N)=C/c3ccc(-c4ccccc4[N+](=O)[O-])o3)s2)cc1
    -9, 12, -2.3, 0, ., 5, 1, -11, 2
O=C(Nc1cc(Cl)cc(Cl)c1)c1cccc(OC(F)F)c1
    3, -7, -1.9, -1, ., -17, -5, -9, 1
COc1cc(-c2cc3nc(C)c(C)c(=O)n3[nH]2)cc(OC)c1OC
    -22, -4, 0.48, -9, 4, 0, -9, -15, 6
COc1ccccc1NC(=O)CSc1nncn1-c1cccnc1
    12, -5, -0.09, 0, -5, -8, 1, ., -2
